CHOP UPR activ – activators of apoptotic arm of unfolded protein response (CHOP) | 0.34% of 330,000 active | activation, % at 10 µM | AID 449763 | CHO-CHOP luciferase reporter, UPR activation, luminescence; percent of tunicamycin response over DMSO baseline;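 active = at 10 µM dose, activation of 40% or more, normalized to positive control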;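 note: 100% = tunicamycin at 10 µg/mL and 0% = DMSO alone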
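measured by = luciferase luminescence | assay system = CHO-CHOP cells, stable luciferase reporter of PERK-eIF2a-CHOP signalling | amount = 500 reporter cells seeded per well | timing = 6 h compound exposure at 37 °C after overnight seeding | controls = positive tunicamycin 10 µg/mL, negative DMSO alone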
GRIN3A LBD mod – modulates the human NR3A ligand-binding domain; NR3A LBD differential scanning fluorimetry, Tm shift; 0% = protein alone, 100% = glycine-bound protein; Tm shift relative to glycine control, % at 25 µM; 2.5% of 340,000 active;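 active = melting temperature shift of at least 10% of the positive control shift, at one fixed dose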
tim10-1 inh – inhibits growth of tim10-1 mutant yeast | AID 463190 | inhibition, % at 20 µM | 2.2% of 330,000 active | S. cerevisiae tim10-1 ts strain growth, BacTiter-Glo, 24 h;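 active = inhibition of at least 40%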;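 note: mutant grown at 25 °C; 0% = DMSO wells with yeast and 100% = wells holding no yeast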
Mdm2-MdmX inh – disrupts the human Mdm2-MdmX interaction | SaOS-2 split-luciferase Mdm2/MdmX complementation, luminescence | inhibition, % at 8 µM | 3% of 330,000 active | AID 485346;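 active = inhibition of at least 50% at 8 µM in the primary screen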
Target sequence (O15151 whole entry, looked up): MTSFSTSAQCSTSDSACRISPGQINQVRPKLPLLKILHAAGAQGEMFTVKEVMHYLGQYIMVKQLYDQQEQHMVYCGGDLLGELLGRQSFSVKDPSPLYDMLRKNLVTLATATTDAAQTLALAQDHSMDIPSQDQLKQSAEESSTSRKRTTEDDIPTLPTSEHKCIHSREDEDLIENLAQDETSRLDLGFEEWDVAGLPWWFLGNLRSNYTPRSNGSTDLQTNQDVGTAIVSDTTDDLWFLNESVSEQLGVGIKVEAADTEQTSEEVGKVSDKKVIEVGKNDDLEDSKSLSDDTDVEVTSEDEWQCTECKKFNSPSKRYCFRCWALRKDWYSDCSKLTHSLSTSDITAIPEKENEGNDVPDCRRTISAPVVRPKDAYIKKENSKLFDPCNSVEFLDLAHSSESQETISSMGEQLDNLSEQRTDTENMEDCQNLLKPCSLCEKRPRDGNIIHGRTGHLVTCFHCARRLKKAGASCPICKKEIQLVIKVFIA
Target sequence (Q00987 whole entry, looked up): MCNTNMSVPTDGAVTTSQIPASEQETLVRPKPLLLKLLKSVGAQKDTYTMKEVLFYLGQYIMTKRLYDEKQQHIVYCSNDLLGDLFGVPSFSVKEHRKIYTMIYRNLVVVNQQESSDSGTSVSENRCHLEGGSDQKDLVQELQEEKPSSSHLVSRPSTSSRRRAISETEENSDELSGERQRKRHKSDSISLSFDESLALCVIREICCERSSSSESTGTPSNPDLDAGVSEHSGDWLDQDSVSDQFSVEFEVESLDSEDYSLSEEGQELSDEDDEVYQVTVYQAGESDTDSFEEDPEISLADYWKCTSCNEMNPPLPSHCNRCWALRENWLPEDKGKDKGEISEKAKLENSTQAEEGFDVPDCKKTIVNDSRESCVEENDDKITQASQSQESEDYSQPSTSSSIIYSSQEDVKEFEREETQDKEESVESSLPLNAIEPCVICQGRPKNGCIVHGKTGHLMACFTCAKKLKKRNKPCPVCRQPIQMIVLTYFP
NLRP3 yeast inh – NALP3 inhibition in yeast. 0.39% of 330,000 active. Yeast reconstituted NLRP3/ASC/caspase-1, beta-gal luminescence, 24 h. inhibition, % at 10 µM;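 active = inhibition of 50% or more; inactive = inhibition below 50%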;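 note: plate controls were induced DMSO wells for no effect and uninduced yeast grown without galactose for full effect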
TIM10 inh – growth inhibitors of TIM10 yeast strain | S. cerevisiae TIM10 strain growth, BacTiter-Glo luminescence, 24 h | inhibition, % at 10 µM | 1.4% of 330,000 active;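 active = inhibition of 40% or more at the single tested concentration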;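 note: wild-type TIM10 isogenic control strain grown at permissive 25 °C; 0% = DMSO yeast wells and 100% = minimal medium wells without yeast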
XBP1 UPR activ – activators of adaptive arm of unfolded protein response (XBP1); activation, % at 20 µM; CHO-XBP1 luciferase reporter, IRE1-XBP1 UPR activation, luminescence; percent of tunicamycin response, DMSO as zero; 0.33% of 330,000 active; AID 463104;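 active = versus positive control, 20 µM dose yields 30% or more activation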;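 note: 100% = tunicamycin at 10 µg/mL and 0% = DMSO only wells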
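Material: IRE1-XBP1 luciferase reporter CHO line / Quantity: one thousand reporter cells per well / Buffer or medium: F12 with 10% serum / Compound: 20 µM single concentration, DMSO 1% / Times: 6 h treatment, 37 °C / Detection: Steady-Glo luciferase glow luminescence, 10 min after reagent addition / Benchmarks: tunicamycin high, DMSO low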
tim23-1 inh – inhibits growth of tim23-1 mutant yeast; AID 463212; inhibition, % at 20 µM; 1.3% of 330,000 active; S. cerevisiae tim23-1 growth, BacTiter-Glo luminescence, 24 h;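 active = growth inhibition of the mutant yeast at or above 50%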;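 note: temperature-sensitive mutant grown at 25 °C; plate controls were DMSO-treated mutant yeast for no effect and medium wells lacking yeast for full effect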
APJ ag – agonists of human APJ apelin receptor; 0.11% of 330,000 active; activation, % at 20 µM; CHO-K1 APJ PathHunter beta-arrestin, luminescence; 0% DMSO wells, 100% apelin; P35414;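 active = activation more than six SD over the plate average, tested at 20 µM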;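 note: 0% = DMSO alone and 100% = apelin-13 at 10 nM; some results filed as inactive read as strong as hits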
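Assay system: CHO-K1 APJ beta-arrestin complementation cell line / Compound: single test compound dose, 20 µM final, 1% DMSO / Times: overnight seeding, 90 min compound at 25 °C, 1 h detection / Technique: beta-gal luminescence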
* = called active by the depositor; nt = not tested or not shown.

SMILES | CHOP UPR activ | GRIN3A LBD mod | tim10-1 inh | Mdm2-MdmX inh | NLRP3 yeast inh | TIM10 inh | XBP1 UPR activ | tim23-1 inh | APJ ag
O=C(OC1CCCCC1=O)c1cccc(S(=O)(=O)NCc2ccccc2)c1 (stereo not drawn) | -1.3 | 0 | 20 | 10 | -3 | 27 | -2 | 38 | -3
Cc1ccc(S(=O)(=O)c2cn(C)c3cc(N4CCN(C)CC4)c(F)cc3c2=O)c(C)c1 | 0.5 | -1 | 1 | 26 | 12 | 1 | -4 | 7 | 4
Cc1ccccc1C(=O)Nc1cccc(-c2ccc(N3CCOCC3)nn2)c1 | 4.6 | 1 | 7 | -45 | 20 | 4 | -4 | -13 | 8
CCc1ccccc1OCC(=O)OCC(=O)Nc1cc(C)on1 | -1.4 | 0 | -16 | 6 | 7 | 7 | -1 | 0 | 1
CNc1ccccc1C(C)(C)c1cc(-c2cccc(Br)c2)no1 | -0.3 | 0 | 37 | 20 | -2 | 13 | -3 | 31 | 1
CCCNC(=O)C1CCN(S(=O)(=O)c2ccc(Br)cc2)CC1 | -3.0 | 0 | 17 | -7 | 25 | 2 | 2 | 17 | 2
CC1(C)Cc2c(c(N3CCOCC3)nc3sc(C#N)c(N)c23)CS1 | 2.4 | -1 | 18 | -17 | -21 | 29 | 6 | 8 | 6
CC1=C(C(=O)N2CCCC(N3CCN(c4ccccc4C)CC3)C2)OCCO1 (stereo not drawn) | 3.8 | 4 | 2 | -4 | 20 | 2 | -2 | 1 | 8
CCOc1ccc(C(=O)N(CC(=O)Nc2cccc(C)c2C)CC2CCCO2)cc1OC (stereo not drawn) | -0.4 | 0 | -10 | 14 | 19 | 12 | -1 | 2 | -4
Cc1ccc(C(=O)NCC#N)cc1 | -0.1 | 0 | 7 | -4 | 12 | -11 | 0 | 4 | 1
O=C(NCCN1CCN(S(=O)(=O)c2ccccc2)CC1)C(=O)Nc1ccc(F)cc1 | -1.6 | -2 | -34 | -5 | -5 | 9 | -2 | -3 | 0
O=C(C(=O)N1CCN(c2ccc(F)cc2)CC1)c1cn(CC(=O)N2CCOCC2)c2ccccc12 | 0.9 | -1 | 12 | 11 | -4 | -1 | -5 | 7 | -1
CCCN1CCN(CCCNC(=O)c2ccc3c(=O)n(CCc4ccccc4)c(=O)[nH]c3c2)CC1 | 0.6 | -2 | -20 | -5 | 20 | 8 | -1 | -4 | 0
Cc1ccc(C(=O)Nc2ccc(S(=O)(=O)N3CCCC3)cc2)s1 | 1.3 | 24* | 25 | 36 | 8 | 36 | 0 | 26 | -3
Nc1c(N(Cc2ccccc2)C(=O)COc2ccc(F)cc2)c(=O)[nH]c(=O)n1Cc1ccccc1 | -0.3 | -1 | -1 | -22 | 22 | 5 | -9 | 7 | 0
NS(=O)(=O)c1ccc(CCNC(=O)c2cccnc2)cc1 | -1.3 | 0 | -5 | 19 | 13 | -12 | -3 | 21 | -2
CCOC(=O)c1cnc(SC)nc1N | 0.8 | 0 | -22 | -3 | 21 | -7 | -1 | 4 | 0
C=CC[C@@H](CC(=O)N(CCO)Cc1ccccc1)C(=O)NC[C@@H](OC(=O)[C@@H](CC=C)Cc1ccc(F)cc1)c1ccccc1 | 2.9 | -1 | 15 | 55* | 19 | 14 | 4 | 27 | -4
COc1ccc(Nc2cc(C(=O)NCCCN3CCN(C)CC3)c3ccccc3n2)cc1 | 0.8 | 2 | 9 | 32 | -2 | -15 | -2 | -14 | -5
NS(=O)(=O)c1ccc(NC(=O)/C=C/c2cccc(Cl)c2)cc1 | 1.9 | 28* | 1 | -40 | 5 | -9 | 1 | 10 | 2
Cc1ccc(C)n1-c1ccc(C(=O)Nc2ccccc2)cc1 | 1.7 | 3 | -9 | 16 | -4 | 13 | 4 | 10 | 2
Cc1ccc(N(Cc2ccc(C(=O)NC3CCCCC3)cc2)S(C)(=O)=O)cc1C | -1.3 | -1 | 3 | -13 | 13 | -12 | 2 | -12 | 0
Cc1cccc(C)c1NC(=O)CNC(=O)CCCc1c[nH]c2ccccc12 | -0.2 | 3 | 5 | -38 | 4 | 0 | -1 | 9 | -2
CC(=O)N1CCc2cc(S(=O)(=O)NCCCN3CCCCC3)ccc21 | 1.3 | -3 | 14 | 11 | -12 | -4 | -8 | 10 | 3
COc1ccccc1NC(=S)NCc1ccccc1Cl | 2.1 | 4 | 16 | -21 | 21 | 14 | -3 | 44 | -2
SMILES | CHOP UPR activ | GRIN3A LBD mod | tim10-1 inh | Mdm2-MdmX inh | NLRP3 yeast inh | TIM10 inh | XBP1 UPR activ | tim23-1 inh | APJ ag
CCCNC(=O)c1n[nH]c(=O)c2ccccc12 | -1.6 | 0 | 4 | -6 | 6 | 9 | -6 | 14 | -8
CC(C)n1cc(/C(N)=N/O)c(=O)n(Cc2ccccc2)c1=O | -0.6 | 2 | -15 | 32 | 6 | -3 | -1 | -10 | 1
CCOC(=O)CN1C(=O)N[C@@H](c2cccc(C(F)(F)F)c2)[C@H](C(C)=O)[C@H]1C | -2.8 | -1 | 17 | 10 | 14 | 11 | -4 | 12 | -2
Cc1ccc(NS(=O)(=O)c2ccc3c(c2)CCN3C(=O)CCC(=O)O)cc1Cl | 0.9 | -3 | 20 | 28 | 6 | 2 | -1 | 11 | -1
O=[N+]([O-])c1cc(CN(CCO)CCO)ccc1O | 0.3 | 1 | 6 | -12 | -14 | -9 | 1 | 6 | -1
CCOc1ccccc1-n1c(SCC(=O)N2CCCC2)nnc1-c1ccoc1C | -0.4 | -1 | 11 | 15 | 5 | 0 | -1 | 14 | 3
CSc1nc2c(cnn2-c2ccccc2)c(=O)n1N | 4.1 | -1 | 1 | -11 | 12 | 3 | -3 | -5 | 0
COc1ccc(CC(=O)Nc2cccc(C)n2)cc1OC | 1.6 | -1 | 3 | 28 | 3 | 3 | 0 | 5 | 0
CCOc1ccc(S(=O)(=O)Nc2cccc(C(=O)N3CCN(c4cccc(OC)c4)CC3)c2)cc1 | -0.5 | -2 | 1 | 15 | 9 | 1 | -3 | 6 | 6
O=C1CN2CCC1C/C2=C\c1ccnc2c(Cl)cccc12 (stereo not drawn) | 0.8 | 0 | 40 | -11 | 18 | 13 | -7 | 30 | -3
Oc1nc(-c2ccc(Br)cc2)n2ccncc12 | -1.3 | 1 | 11 | -34 | 14 | 12 | 1 | -1 | 0
O=C(CSCCc1ccccn1)Nc1ccccn1 | -1.5 | -4 | 26 | 0 | 6 | 7 | 2 | 29 | 2
CCOC(=O)C1(Cc2ccc(OC)cc2)CCN(C(=O)[C@@H]2CCCN2C(C)=O)CC1 | 2.3 | -2 | -7 | -13 | -17 | -3 | 1 | 5 | 1
O=C(CN1CCOCC1)Nc1c(Cl)cc(Cl)cc1Cl | 0.4 | -2 | -2 | -1 | 9 | 11 | 3 | 4 | -3
CCCN(C(=O)CN1C(=O)NC2(CCCCCC2)C1=O)C1CCS(=O)(=O)C1 (stereo not drawn) | -3.3 | 0 | -2 | 22 | 7 | -4 | -2 | 8 | -2
COc1cc(C(=O)Nc2cc(-c3cn4cccnc4n3)ccc2C)cc(OC)c1OC | -0.6 | -1 | 7 | -1 | 0 | 16 | 2 | -15 | -3
N/C(Cc1ccc(Cl)c(Cl)c1)=N\OC(=O)c1ccc(Br)o1 | -0.3 | -11 | 40 | 9 | 4 | -12 | -2 | 77* | 21*
CCOC(=O)C1C(C)=C(Nc2ccc(OC)cc2)C(=O)N1c1ccc(OC)cc1 (stereo not drawn) | -0.5 | 0 | 3 | 6 | 9 | -8 | -2 | -12 | -2
CC1=C(C(=O)Nc2cc(C)ccn2)C(c2ccc(C)cc2)C2=C(CCCC2=O)N1 (stereo not drawn) | -0.8 | 1 | 8 | -8 | 9 | 6 | 1 | 3 | -6
O=C(NC1CCN(S(=O)(=O)c2ccc(F)cc2)CC1)C1CCCCC1 | -1.7 | -4 | -27 | 15 | 23 | -1 | -2 | 6 | 0
C=CCn1c(SC(C)CC)nc(O)cc1=O (stereo not drawn) | -0.6 | -1 | 2 | 12 | 2 | -3 | 5 | -13 | -3
Cc1cnc(C(=O)OCC(=O)c2csc(N3CCCCC3)n2)cn1 | 2.2 | -1 | 22 | -24 | 0 | -5 | 1 | 5 | -1
CCOC(=O)c1ccc2[nH]c3c(c2c1)CCCC3NC=O (stereo not drawn) | 3.2 | -1 | 36 | 2 | 24 | 17 | 1 | 27 | -3
COc1ccc(/C=N/NC(=O)c2ccc(Cl)cc2)cc1COC(C)=O | 1.5 | 0 | -12 | 25 | 3 | 9 | 0 | -2 | 0
C=C1CCN([C@@H](C)C(=O)OCc2cccc(C)c2)S(=O)(=O)c2ccccc21 | -1.1 | 3 | 12 | 10 | 18 | -9 | -2 | 12 | 3
SMILES | CHOP UPR activ | GRIN3A LBD mod | tim10-1 inh | Mdm2-MdmX inh | NLRP3 yeast inh | TIM10 inh | XBP1 UPR activ | tim23-1 inh | APJ ag
CCCCNc1nc(-c2ccccc2)c(C(=O)OCC)cc1C#N | -1.6 | 0 | -10 | 40 | 21 | -9 | 2 | -11 | 0
CSc1nsc(N/N=C/c2ccc3c(c2)OCO3)c1C#N | 6.7 | 5 | 22 | -129 | 14 | 17 | 4 | 4 | -1
CCOC(=O)c1ccc(CN2C(=O)c3ccccc3S2(=O)=O)cc1 | 3.3 | 0 | -25 | 28 | 22 | -34 | -2 | 18 | 2
O=C1NCC(O)=C1C=NCCO | -0.2 | 0 | -5 | 38 | 19 | -8 | -1 | -3 | -1
COc1ccc(OC)c(-c2cc(C(=O)NCCCn3ccnc3)no2)c1 | 0.5 | -1 | 20 | 20 | -9 | -5 | 3 | 1 | -3
COc1ccc(NC(=O)Nc2cccs2)cc1Cl | 3.0 | 30* | 8 | -17 | 9 | 23 | 0 | 2 | -4
CCOC(=O)c1sc(NC(=O)c2ccc(S(=O)(=O)N3CCOCC3)cc2)cc1C | -1.4 | 20* | 0 | 24 | 20 | 12 | 7 | -8 | -6
CC(C)CCOc1ccc(C(=O)NCCC(=O)N2CCOCC2)cc1 | 0.3 | -12 | 7 | 15 | 14 | -19 | 0 | 1 | 0
CCOC(=O)N1CCN(C(=O)CSc2nnc(-c3ccc(Cl)s3)o2)CC1 | -3.0 | nt | 16 | 12 | 6 | 6 | -3 | -5 | 0
CCN1C(=O)/C(=C/N2CCc3ccccc32)SC1=S | 3.5 | 0 | -9 | -39 | 10 | 1 | 5 | -7 | 0

A second format for some results above:
| molecule | CHOP UPR activ | GRIN3A LBD mod | tim10-1 inh | Mdm2-MdmX inh | NLRP3 yeast inh | TIM10 inh | XBP1 UPR activ | tim23-1 inh | APJ ag |
| --- | --- | --- | --- | --- | --- | --- | --- | --- | --- |
| O=C(C(=O)N1CCN(c2ccc(F)cc2)CC1)c1cn(CC(=O)N2CCOCC2)c2ccccc12 | 0.9 | -1 | 12 | 11 | -4 | -1 | -5 | 7 | -1 |
| CCCN1CCN(CCCNC(=O)c2ccc3c(=O)n(CCc4ccccc4)c(=O)[nH]c3c2)CC1 | 0.6 | -2 | -20 | -5 | 20 | 8 | -1 | -4 | 0 |
| Cc1ccc(C(=O)Nc2ccc(S(=O)(=O)N3CCCC3)cc2)s1 | 1.3 | 24* | 25 | 36 | 8 | 36 | 0 | 26 | -3 |
| Nc1c(N(Cc2ccccc2)C(=O)COc2ccc(F)cc2)c(=O)[nH]c(=O)n1Cc1ccccc1 | -0.3 | -1 | -1 | -22 | 22 | 5 | -9 | 7 | 0 |
